Screening data as filed in PubChem BioAssay.
MITF act: activators of MITF-driven TRPM1 promoter reporter, primary screen, cell-based, SK-MEL-5, luciferase, single point; activation, % at 12.5 µM; SK-MEL-5 TRPM1-promoter luciferase, 24 h; % of positive control, neutral wells = 0; 300,000 compounds, 0.75% hits;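 active = mean activation of at least 80% with every replicate also reaching 80%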;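 note: 0% = neutral control wells and 100% = parthenolide positive control wells; values of inactives mirror those of a sister screen read the other way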
Rtt109 HAT inh: inhibitors of C. albicans Rtt109/Vps75 HAT, primary screen, biochemical, ThioGlo CoA-SH fluorescence, plate reader; 330,000 compounds, 0.16% hits; Histone acetyltransferase RTT109 (Candida albicans (strain SC5314 / ATCC MYA-2876)), …; purified Rtt109/Vps75, 4 h; inhibition, % at 34.9 µM;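 active = inhibition of at least 50% in every replicate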
Target sequence (Q5AAJ8 whole entry, looked up): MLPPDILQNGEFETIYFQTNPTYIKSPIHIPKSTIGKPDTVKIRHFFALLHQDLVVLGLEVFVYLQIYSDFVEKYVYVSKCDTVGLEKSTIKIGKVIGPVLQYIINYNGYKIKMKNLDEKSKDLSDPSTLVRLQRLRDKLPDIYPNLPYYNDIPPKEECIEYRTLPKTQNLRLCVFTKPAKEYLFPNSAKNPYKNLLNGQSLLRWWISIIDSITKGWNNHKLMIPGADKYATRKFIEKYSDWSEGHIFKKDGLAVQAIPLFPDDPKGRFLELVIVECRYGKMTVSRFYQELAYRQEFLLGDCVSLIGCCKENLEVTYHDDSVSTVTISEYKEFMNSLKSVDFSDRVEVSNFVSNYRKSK
Wnt act: Wnt/beta-catenin pathway activators, primary screen, cell-based, plate reader, single point. Wnt/beta-catenin reporter cell assay, activator. activation, % at 9.35 µM. 300,000 compounds, 1.2% hits. AID 743398, 2014; in the data active = activation above about 30%, passing the limit was not always enough;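 note: 0% = neutral control wells and 100% = positive control wells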
PvdQ acylase: P. aeruginosa PvdQ acylase inhibitors, primary screen, biochemical, fluorescence, plate reader and imaging, single point; purified PvdQ acylase; inhibition, % at 10 µM; 340,000 compounds, 0.063% hits; in the data active = inhibition above about 30%, passing the limit was not always enough;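 note: 0% = vehicle neutral wells and 100% = reference inhibitor wells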
CDK5 p35 inh: inhibitors of human CDK5/p35 kinase, primary screen, biochemical, single concentration | inhibition, % at 10 µM | Recombinant CDK5/p35, ADP-Glo luminescence, 60 min | AID 488839, 2010 | 330,000 compounds, 0.01% hits | Cyclin-dependent kinase 5 (Homo sapiens) + Cyclin-dependent kinase 5 activator 1 (Homo …;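 active = highest replicate inhibition of at least 50% and at least 75% of replicates reaching 50%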;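 note: plate controls were DMSO neutral control for no effect and GW8510 at 10 µM for full effect; many of its hits are not listed in these tables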
Target sequence (Q00535 whole entry, looked up): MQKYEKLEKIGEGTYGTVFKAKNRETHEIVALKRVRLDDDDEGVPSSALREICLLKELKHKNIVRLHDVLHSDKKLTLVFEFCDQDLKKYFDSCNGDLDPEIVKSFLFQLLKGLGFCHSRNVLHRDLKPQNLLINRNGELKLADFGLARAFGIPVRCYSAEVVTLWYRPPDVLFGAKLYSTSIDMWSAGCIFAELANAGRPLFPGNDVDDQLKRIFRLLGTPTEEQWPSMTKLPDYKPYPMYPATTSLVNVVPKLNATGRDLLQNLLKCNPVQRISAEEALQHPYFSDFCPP
Target sequence (Q15078 whole entry, looked up): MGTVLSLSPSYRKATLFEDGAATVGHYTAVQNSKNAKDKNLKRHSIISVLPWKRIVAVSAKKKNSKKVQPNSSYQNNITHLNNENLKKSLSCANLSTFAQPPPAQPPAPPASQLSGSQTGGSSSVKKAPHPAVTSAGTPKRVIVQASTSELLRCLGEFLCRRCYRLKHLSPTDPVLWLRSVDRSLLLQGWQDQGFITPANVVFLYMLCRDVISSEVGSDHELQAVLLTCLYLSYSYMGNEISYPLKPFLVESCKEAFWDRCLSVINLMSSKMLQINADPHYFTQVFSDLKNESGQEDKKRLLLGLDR
SR-BI uptake up: activators of SR-BI mediated DiI-HDL uptake, primary screen, ldlA[mSR-BI] CHO cells, DiI fluorescence | 3 h; 100 = double the neutral-control signal | activation, % at 12.5 µM | 320,000 compounds, 0.096% hits | AID 504775, 2011;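 active = mean replicate activation of at least 60% and every replicate at or above 60%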;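 note: 0% = median plate neutral-control signal and 100% = twice that signal; values of inactives mirror those of a sister screen read the other way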
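material = CHO ldlA[mSR-BI] cells | medium = Ham's F12 with 0.5% BSA, HEPES 25 mM, pH 7.4 | reagent = fluorescent DiI-HDL, 10 µg/mL final | compound dosing = single-point compound dose | incubation = 3 h, 37 °C | measured by = bottom-read fluorescence, 550/595 nm | measure = HDL uptake via cellular fluorescence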
HTR5A ag: HTR5A agonists in luminescence cell assay, primary screen, counter-screen for OPRM1-OPRD1 heterodimer agonist project, full-deck HTS. cell-based. activation, % at 9.3 µM. AID 504692, 2011. 340,000 compounds, 0.61% hits. 5-hydroxytryptamine receptor 5A (Homo sapiens), P47898; in the data active = activation mostly above about 9.5%, no sharp cut-off; inactive = mostly below about 7.6%;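 note: 0% = cells with vehicle only and 100% = reference agonist; strong numbers were not always called active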
SR-BI HDL uptake: inhibitors of SR-BI mediated HDL lipid uptake, primary screen, ldlA[mSR-BI] cells, fluorescence, single point | inhibition, % at 12.5 µM | 320,000 compounds, 0.96% hits | ldlA[mSR-BI] CHO cells, DiI-HDL uptake fluorescence, 3 h | Scavenger receptor class B member 1 (Mus musculus), Q61009;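 active = mean replicate inhibition of at least 70% and a set share of replicates each scoring 70 or more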;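 note: 0% = median of neutral control wells and 100% = median of positive control wells; values of inactives mirror those of a sister screen read the other way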
cardiac RTF act: cardiac RTF calcium sensitivity activators, primary screen, biochemical, IANBD-TnC fluorescence, EC20 calcium | IANBD-labeled TnC RTF fluorescence at EC20 calcium; 0% EC20 calcium, 100% full calcium | activation, % at 7.2 µM | 340,000 compounds, 0.24% hits | AID 493008, 2010;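 active = activation above the mean over all tested compounds plus 3 SD, cut at about 30% in these data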;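 note: rise in fluorescence read as greater calcium sensitivity of cardiac thin filaments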
dFosB activator: activators of delta FosB homodimer, primary screen, biochemical, fluorescence polarization, TAMRA-CDK5 oligo, single point | Protein FosB (Mus musculus), P13346 | purified delta FosB; percent of positive-control signal above neutral wells | activation, % at 25 µM | 340,000 compounds, 0.99% hits | AID 493131, 2011;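 active = mean activation above about 17%, with every replicate also reaching it, limit read from the data, passing the limit was not always enough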;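 note: fluorescence polarization rise as delta FosB binds a TAMRA Cdk5 AP-1 oligo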
An asterisk follows results filed as active.

`COc1ccc(CCNC(=O)c2ccc(CNS(=O)(=O)c3cccc(Cl)c3)cc2)cc1OC` gave MITF act 1, Rtt109 HAT inh 7, PvdQ acylase -12, CDK5 p35 inh -1.2, SR-BI uptake up -81, HTR5A ag -1, SR-BI HDL uptake 81*, cardiac RTF act 6 and dFosB activator -4.
`N#Cc1ccc(C(=O)NNC(=O)c2cccc(S(=O)(=O)N3CCOCC3)c2)cc1` gave MITF act 1, Rtt109 HAT inh 5, Wnt act 1, PvdQ acylase 6, CDK5 p35 inh -1.2, SR-BI uptake up -15, HTR5A ag -4, SR-BI HDL uptake 15, cardiac RTF act 1 and dFosB activator -1.
Screening COCCCNc1nc(N)c([N+](=O)[O-])c(NCc2ccccc2)n1 returned MITF act 1, Rtt109 HAT inh -2, Wnt act -1, PvdQ acylase -10, CDK5 p35 inh 0.6, SR-BI uptake up -12, HTR5A ag -3, SR-BI HDL uptake 12, cardiac RTF act 4 and dFosB activator -6.
CCOC(=O)c1sc(SC)c2c1CCC/C2=N/OC was read as MITF act -15, Rtt109 HAT inh -5, Wnt act -3, PvdQ acylase -11, CDK5 p35 inh 1.0, SR-BI uptake up 8, HTR5A ag -6, SR-BI HDL uptake -8, cardiac RTF act 2 and dFosB activator 1.
CCOc1cc(CNCCCN2CCOCC2)cc(Br)c1OCc1ccccc1Cl was read as MITF act -33, Rtt109 HAT inh 24, Wnt act 2, PvdQ acylase 5, CDK5 p35 inh -0.1, SR-BI uptake up 7, HTR5A ag 3, SR-BI HDL uptake -7, cardiac RTF act -5 and dFosB activator 21*.
`CC(CNC(=O)C(C)(C)C)NC(=O)C(C)(C)C` (stereo not drawn) gave MITF act 9, Rtt109 HAT inh -1, PvdQ acylase -16, CDK5 p35 inh 0.0, SR-BI uptake up 19, HTR5A ag 0, SR-BI HDL uptake -19, cardiac RTF act 9 and dFosB activator 1.
`COCCN(CCOC)S(=O)(=O)c1ccc(C(=O)Nc2nc(-c3ccncc3)cs2)cc1` gave MITF act -18, Rtt109 HAT inh 1, PvdQ acylase -5, CDK5 p35 inh 0.6, SR-BI uptake up -19, HTR5A ag 4, SR-BI HDL uptake 19, cardiac RTF act 0 and dFosB activator -12.
CC1(C)Cc2nc(-c3ccccc3)n3cnnc3c2CO1 was read as MITF act 4, Rtt109 HAT inh -3, PvdQ acylase 1, CDK5 p35 inh 1.9, SR-BI uptake up -4, HTR5A ag 3, SR-BI HDL uptake 4, cardiac RTF act -4 and dFosB activator 4.
Screening O=C(NC(=S)Nc1ccccc1N1CCOCC1)c1ccc(-c2cccc(Cl)c2)o1 returned MITF act -13, Rtt109 HAT inh -2, Wnt act 0, PvdQ acylase -7, CDK5 p35 inh -1.5, SR-BI uptake up -50, HTR5A ag 0, SR-BI HDL uptake 50, cardiac RTF act 8 and dFosB activator -7.
Screening COc1ccccc1-c1nnc(SCC(=O)NC2CCS(=O)(=O)C2)n1N (stereo not drawn) returned MITF act -6, Rtt109 HAT inh -8, Wnt act 0, PvdQ acylase -6, CDK5 p35 inh 1.3, SR-BI uptake up 5, HTR5A ag 0, SR-BI HDL uptake -5, cardiac RTF act 1 and dFosB activator -1.
For CCn1c(CSc2nc3ccccc3s2)nnc1SCC(=O)OC(C)(C)C the results were MITF act 9, Rtt109 HAT inh 3, PvdQ acylase 2, CDK5 p35 inh -0.2, SR-BI uptake up 2, HTR5A ag 0, SR-BI HDL uptake -2, cardiac RTF act 1 and dFosB activator -12.
For N#CC1(C#N)C(C(N)=O)C1c1ccccc1 (stereo not drawn) the results were MITF act 4, Rtt109 HAT inh 4, PvdQ acylase -5, CDK5 p35 inh 0.8, SR-BI uptake up 10, HTR5A ag 0, SR-BI HDL uptake -10, cardiac RTF act 1 and dFosB activator 6.
For CCCCCOC(=O)C(C)Sc1n[nH]c(=O)[nH]c1=O (stereo not drawn) the results were MITF act -9, Rtt109 HAT inh -3, Wnt act -2, PvdQ acylase -14, CDK5 p35 inh -2.1, SR-BI uptake up 10, HTR5A ag -3, SR-BI HDL uptake -10, cardiac RTF act -2 and dFosB activator -3.
For O=C1N(Cc2cccnc2)C[C@@H]2C[C@@H](c3ccc(-c4ccccc4)cc3)N3CCC[C@@]123 the results were MITF act 3, Rtt109 HAT inh 1, PvdQ acylase 0, CDK5 p35 inh -0.8, SR-BI uptake up -24, HTR5A ag -1, SR-BI HDL uptake 24, cardiac RTF act 13 and dFosB activator 0.
For CCOc1cc2c(C#N)c(N3CCNCC3)nc(N)c2c(N)n1 the results were MITF act -3, Rtt109 HAT inh -22, PvdQ acylase -3, SR-BI uptake up 3, HTR5A ag 1, SR-BI HDL uptake -3, cardiac RTF act -6 and dFosB activator 13.
Cc1ccc(S(=O)(=O)N(C)C)cc1-n1c(SCC(=O)Nc2ccc(F)cc2Cl)nc2ccccc2c1=O was read as MITF act -7, Rtt109 HAT inh 6, PvdQ acylase 3, CDK5 p35 inh 1.3, SR-BI uptake up -49, HTR5A ag -6, SR-BI HDL uptake 49, cardiac RTF act 1 and dFosB activator -16.
For Cc1cccc(NS(=O)(=O)c2cccc(C(=O)NCc3ccccc3CN3CCOCC3)c2)c1 the results were MITF act 3, Rtt109 HAT inh 1, Wnt act 0, PvdQ acylase -13, CDK5 p35 inh -2.5, SR-BI uptake up -18, HTR5A ag 0, SR-BI HDL uptake 18, cardiac RTF act -4 and dFosB activator -10.
`CN(CCc1ccccc1)C(=O)c1ccc(NC(=O)Cc2ccc(NC(=O)C3CCN(C(=O)C4CCCCC4)CC3)cc2)cc1` gave MITF act -18, Rtt109 HAT inh -11, Wnt act -1, PvdQ acylase -22, CDK5 p35 inh -0.5, SR-BI uptake up -7, HTR5A ag 3, SR-BI HDL uptake 7, cardiac RTF act 4 and dFosB activator -7.
Screening CC1CCN(C(=O)Cn2nnc(-c3cccs3)n2)CC1 returned MITF act 38, Rtt109 HAT inh -3, Wnt act 5, PvdQ acylase -14, CDK5 p35 inh -3.7, SR-BI uptake up 19, HTR5A ag -2, SR-BI HDL uptake -19, cardiac RTF act -1 and dFosB activator 1.
OC(COc1cccc2ccccc12)CN1CCN(c2ccccn2)CC1 (stereo not drawn) was read as MITF act 6, Rtt109 HAT inh -4, PvdQ acylase -4, CDK5 p35 inh 1.0, SR-BI uptake up -4, HTR5A ag 5, SR-BI HDL uptake 4, cardiac RTF act 0 and dFosB activator -9.
Screening CCN1/C(=C/C(=S)Nc2ccccc2)Sc2ccccc21 returned MITF act 31, Rtt109 HAT inh 1, Wnt act 3, PvdQ acylase -2, CDK5 p35 inh 2.8, SR-BI uptake up -80, HTR5A ag 3, SR-BI HDL uptake 80*, cardiac RTF act -3 and dFosB activator 2.
CC(C)Cc1nnc(NC(=O)c2cc([N+](=O)[O-])ccc2N2CCOCC2)s1 was read as MITF act 20, Rtt109 HAT inh 11, Wnt act 4, PvdQ acylase -4, CDK5 p35 inh 1.2, SR-BI uptake up 19, HTR5A ag 2, SR-BI HDL uptake -19, cardiac RTF act -3 and dFosB activator -3.
Screening N#CCCN(Cc1cccnc1)C(=O)c1sc2cc(F)ccc2c1Cl returned MITF act -14, Rtt109 HAT inh 4, PvdQ acylase -12, CDK5 p35 inh -0.1, SR-BI uptake up -20, HTR5A ag 0, SR-BI HDL uptake 20, cardiac RTF act 3 and dFosB activator -5.
Screening Cc1ccc(CSCCNS(=O)(=O)c2ccccc2)cc1 returned MITF act -1, Rtt109 HAT inh 0, Wnt act -2, PvdQ acylase 10, CDK5 p35 inh 0.4, SR-BI uptake up 17, HTR5A ag 7, SR-BI HDL uptake -17, cardiac RTF act 6 and dFosB activator 3.

4 consecutive entries from above, quoted:
For CCCCCOC(=O)C(C)Sc1n[nH]c(=O)[nH]c1=O (stereo not drawn) the results were MITF act -9, Rtt109 HAT inh -3, Wnt act -2, PvdQ acylase -14, CDK5 p35 inh -2.1, SR-BI uptake up 10, HTR5A ag -3, SR-BI HDL uptake -10, cardiac RTF act -2 and dFosB activator -3.
For O=C1N(Cc2cccnc2)C[C@@H]2C[C@@H](c3ccc(-c4ccccc4)cc3)N3CCC[C@@]123 the results were MITF act 3, Rtt109 HAT inh 1, PvdQ acylase 0, CDK5 p35 inh -0.8, SR-BI uptake up -24, HTR5A ag -1, SR-BI HDL uptake 24, cardiac RTF act 13 and dFosB activator 0.
For CCOc1cc2c(C#N)c(N3CCNCC3)nc(N)c2c(N)n1 the results were MITF act -3, Rtt109 HAT inh -22, PvdQ acylase -3, SR-BI uptake up 3, HTR5A ag 1, SR-BI HDL uptake -3, cardiac RTF act -6 and dFosB activator 13.
Cc1ccc(S(=O)(=O)N(C)C)cc1-n1c(SCC(=O)Nc2ccc(F)cc2Cl)nc2ccccc2c1=O was read as MITF act -7, Rtt109 HAT inh 6, PvdQ acylase 3, CDK5 p35 inh 1.3, SR-BI uptake up -49, HTR5A ag -6, SR-BI HDL uptake 49, cardiac RTF act 1 and dFosB activator -16.

Continuation.
CC(C)COc1cc(=O)[nH]c(SCC(C)C)n1 was read as MITF act -18, Rtt109 HAT inh 16, Wnt act -1, PvdQ acylase -3, CDK5 p35 inh -0.2, SR-BI uptake up -9, HTR5A ag 3, SR-BI HDL uptake 9, cardiac RTF act -13 and dFosB activator -5.
For Cc1cccc(N2CCN(C(=O)c3ccc4c(c3)OCCO4)CC2C)c1 (stereo not drawn) the results were MITF act 11, Rtt109 HAT inh 4, Wnt act 0, PvdQ acylase -4, CDK5 p35 inh -0.7, SR-BI uptake up -2, HTR5A ag -1, SR-BI HDL uptake 2, cardiac RTF act -5 and dFosB activator 5.
C[C@H](NC(=O)c1ccc(C(C)(C)C)cc1)C(=O)N1CCOCC1 was read as MITF act 3, Rtt109 HAT inh -9, Wnt act -3, PvdQ acylase 1, CDK5 p35 inh -0.2, SR-BI uptake up 7, HTR5A ag 6, SR-BI HDL uptake -7, cardiac RTF act -5 and dFosB activator -3.
Cc1ccc(-c2cc(-c3ccccc3[N+](=O)[O-])[nH]n2)c(O)c1 was read as MITF act 62, Rtt109 HAT inh 0, Wnt act 21, PvdQ acylase -5, CDK5 p35 inh 0.3, SR-BI uptake up -7, HTR5A ag -2, SR-BI HDL uptake 7, cardiac RTF act 11 and dFosB activator -11.
